Polio RdRp inh – poliovirus RNA polymerase inhibition | poliovirus polymerase elongation, fluorescence polarization; stronger effect = lower value | P03300 | % elongation, % (compound at 16.7 µg/mL) | actives 0.66% (n = 150,000); in the data active = % elongation below about 90%; also: some results filed as inactive read as strong as hits
Target sequence (P03300 1749-2209 limits assumed): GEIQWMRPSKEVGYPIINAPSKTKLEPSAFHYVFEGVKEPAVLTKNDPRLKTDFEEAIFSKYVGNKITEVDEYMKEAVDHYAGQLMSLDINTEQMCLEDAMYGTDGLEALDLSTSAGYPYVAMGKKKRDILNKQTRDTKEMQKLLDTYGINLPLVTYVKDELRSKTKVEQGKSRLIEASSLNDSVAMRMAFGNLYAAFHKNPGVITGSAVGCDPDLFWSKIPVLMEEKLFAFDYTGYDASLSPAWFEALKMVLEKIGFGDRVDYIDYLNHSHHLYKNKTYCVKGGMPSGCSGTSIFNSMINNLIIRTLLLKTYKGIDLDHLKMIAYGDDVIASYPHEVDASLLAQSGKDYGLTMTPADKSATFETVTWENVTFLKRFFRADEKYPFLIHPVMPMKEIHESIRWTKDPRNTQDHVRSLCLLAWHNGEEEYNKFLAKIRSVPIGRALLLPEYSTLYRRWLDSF
Polio RdRp inh FP z-score – further read-out of Polio RdRp inh, marked with its call; z-score; measured here: FP z-score; hits read low
Active calls of the source: *; & = joins results of further samples. A portion of the library; the hit share may differ from the screen's.

Each structure is followed by: Polio RdRp inh FP z-score | Polio RdRp inh
CN(Cc1cccs1)C(=O)c1ccc2c(c1)OCO2
 : -0.3 | 101
Cc1ccccc1Nc1nc(N)nc(CSc2nc3ccccc3c(=O)n2C)n1
 : 0.7 | 109
COc1ccc(C2=NOC(C(=O)N(C)Cc3ccccc3)C2)cc1OC (stereo unspecified)
 : 0.1 | 100
CC(C)(C)OC(=O)N1CCC(C(=O)Nc2ccc(OC(F)(F)F)cc2)CC1
 : 0 | 103
Cc1ccc(-c2noc(-c3nnn(CC(=O)Nc4cccc(C(F)(F)F)c4)c3N)n2)cc1
 : 0.6 | 110
CCOC(=O)Cn1cnc2c(sc3nc(C)cc(C)c32)c1=O
 : 0.3 | 103
COc1ccc(Cc2nnc(C(=O)N3CCN(c4ccc(C)cc4C)CC3)o2)cc1OC
 : -0.1 | 102
CC1=C(C(=O)OCc2ccccc2)C(c2ccoc2)C(C#N)=C(N)S1 (stereo unspecified)
 : 0.5 | 106
Cc1oc(C(=O)O)cc1COc1ccc2c(-c3ccccc3)cc(=O)oc2c1
 : 0.3 | 103
CNC(=O)c1cc(-c2ccc(OC)c(S(=O)(=O)N3CCOCC3)c2)on1
 : -0.4 | 100
CCCCN(C)C(=O)Cn1c(SCC(=O)Nc2ccc(C)c(C)c2)nc2ccccc21
 : -0.4 | 103
O=C(CSc1nccc(=O)[nH]1)Nc1cccc2ccccc12
 : 1 | 105
Oc1cncc(Cc2ccccc2)c1
 : 0.1 | 100
Cc1ccc(-c2nnn(CC(=O)c3ccc4[nH]c(=O)[nH]c4c3)n2)cc1
 : 1.6 | 112
NS(=O)(=O)c1ccc(CCNC(=O)CC2(CC(=O)O)CCCCC2)cc1
 : 0 | 104
Cc1c2cnn(CC(=O)NCc3ccco3)c(=O)c2c(C)n1Cc1ccccc1
 : -0.3 | 102
O=C1C2=C(Nc3[nH]c(=O)[nH]c(=O)c3C2c2cccs2)c2ccccc21 (stereo unspecified)
 : -0.1 | 101
Cc1cc(/C=C/C(=O)O)c(C)n1-c1ccnn1C(C)C
 : 0.2 | 104
O=C(O)C1=C(C(=O)Nc2cccc(C(F)(F)F)c2)CCCC1
 : -0.2 | 99
CN(C)CC/C=C1\c2ccccc2Sc2ccc(Cl)cc21
 : -0.1 | 99
O=C(CSc1ccccc1Cl)NC12CC3CC(CC(C3)C1)C2
 : 0.4 | 102
CCCc1ccc(C2=C(C)SC3=NS(=O)(=O)CCN32)cc1
 : 0 | 103
CCN1CCN(c2cc(-c3ccccc3)c3ccccc3n2)CC1
 : 0.2 | 103
Oc1cc2c(cc1O)CN(C(=S)NCCc1ccc(Cl)cc1)CCC2
 : 0.8&0.7 | 103&103
CCc1ccccc1NC(=O)CN1CCN(Cn2c(=O)oc3ccccc32)CC1
 : -0.2 | 101
O=C(O)c1ccccc1OCc1nc2ccccc2s1
 : 1.3 | 113
CCOC(=O)C1CCCN(C(=O)c2[nH]c3ccccc3c2Sc2ccc(Cl)cc2)C1 (stereo unspecified)
 : -1 | 103
Cc1cccc(N(CC(=O)Nc2ccc3c(c2)oc2ccccc23)S(=O)(=O)c2ccccc2)c1
 : 0.2 | 105
CC(=O)Nc1ccc(Oc2nc(C)cc(C)n2)cc1
 : -1.1 | 98
Cn1c(C(=O)N2CCN(c3ccccc3F)CC2)cc2c(=O)[nH]c3ccccc3c21
 : -0.4 | 101
CC(C)Sc1nc2sc3c(c2c(=O)n1-c1ccccc1)CCCC3
 : 0.3 | 104
O=C(c1cccs1)N(Cc1cccnc1)c1nc2c(Cl)cccc2s1
 : 1.6 | 114
Cc1nc2ccccn2c(=O)c1NC(=O)c1ccc(C(F)(F)F)cc1
 : 1.3 | 114
C=CCn1c(=O)c(C(=O)NCc2cccnc2)c(O)c2ccccc21
 : 0.5 | 109
O=C(C1CCN(Cc2ccccc2)CC1)N1CCN(c2ccccc2F)CC1
 : 0.3 | 103
CCCCOc1ccc(C(=O)NCCOC)cc1
 : 2.2 | 104
CCCNC(=O)CSc1nc2nc(C)c(Cc3cccc(C)c3)c(C)n2n1
 : 0.3 | 102
COc1ccc(C(=O)N=c2nc3ccccn3s2)cc1
 : 0 | 100
Cc1cc(C)nc(N2NC(c3ccccc3)C(C#N)=C2O)n1 (stereo unspecified)
 : 0.2 | 103
CN1C(N)=NC(=O)/C1=C/c1coc2ccccc2c1=O
 : 0.4 | 103

Brought forward from above: 3 entries, followed by the next part.
Each structure is followed by: Polio RdRp inh FP z-score | Polio RdRp inh
COc1ccc(C(=O)N=c2nc3ccccn3s2)cc1
 : 0 | 100
Cc1cc(C)nc(N2NC(c3ccccc3)C(C#N)=C2O)n1 (stereo unspecified)
 : 0.2 | 103
CN1C(N)=NC(=O)/C1=C/c1coc2ccccc2c1=O
 : 0.4 | 103
COC(=O)c1c2n(c3ccccc3c1=O)CCCS2
 : 0 | 101
C1CCN2C(C3N4CCCCN34)N2C1 (stereo unspecified)
 : -0.3 | 101
Clc1cccc(-n2ncc3c(NCCCN4CCOCC4)ncnc32)c1
 : -0.4 | 104
Cc1cc(NC(=O)CSc2ncc(C(=O)Nc3ccc(Cl)cc3)c(=O)n2C)no1
 : -0.9 | 103
CC1=CCC2C(C)(CC[C@H](O)C2(C)C)C1COc1ccc2ccc(=O)oc2c1 (stereo partly specified)
 : -0.2 | 99
CCSc1nc2c([nH]c3ccccc32)c(=O)n1-c1ccc(OC)cc1
 : 0.8 | 110
COc1ccc(-c2c(C#N)c(SCC(=O)Nc3ccccc3C)nc(C)c2C(=O)Nc2ccccc2)cc1OC
 : 0.2 | 105
CC(C)(C)c1ccc(CSCC(=O)Nc2ccccc2C#N)cc1
 : -0.2 | 102
COc1ccc(/C=N/c2nc3c(ccc4ccccc43)s2)cc1
 : -0.1 | 100
O=C(Oc1ccc(F)cc1)c1nc(SCc2ccccc2F)ncc1Cl
 : 0.3 | 109
Cc1cccc(NC(=O)C(Cc2ccccc2)NS(=O)(=O)c2ccc3c(c2)c(=O)n(C)c(=O)n3C)c1 (stereo unspecified)
 : 0.2 | 105
CCCNC(=O)c1nc(-c2ccc(Cl)cc2)n2c1CCCCC2
 : 0.6 | 105
CC1CCCN(S(=O)(=O)c2ccc(N3CCCCS3(=O)=O)cc2)C1 (stereo unspecified)
 : -1 | 99
C/C(=N\O)C(=O)c1ccc(Cl)cc1
 : -0.5 | 98
CCc1cccc(NC(=O)Cn2c(=O)n(CCC(=O)NCC3CCCO3)c(=O)c3cc(OC)c(OC)cc32)c1 (stereo unspecified)
 : -0.7 | 102
O=C(c1cc(=O)c2cc(Cl)ccc2o1)N(Cc1ccccc1)C1CCS(=O)(=O)C1 (stereo unspecified)
 : 0.9 | 112
O=c1cc(-c2ccccc2)nc(Nc2nc3ccccc3o2)[nH]1
 : -8.7* | 68*
Cc1ccc2c(c1)N(C(C)C(=O)O)C(=O)CO2 (stereo unspecified)
 : 0 | 102
CC(C)NC(=O)c1nc(-c2cccc(F)c2)n2c1CCCCC2
 : 0.6 | 105
CC(=O)N1CCCC(C(=O)O)C1 (stereo unspecified)
 : 0.2 | 104
O=C(OCc1c(Cl)cccc1Cl)c1ccccn1
 : 1.8 | 106
Cc1ccc(-n2ncc3c(NCCCn4ccnc4)ncnc32)cc1Cl
 : 0.2 | 108
Cc1ccnc(SCC(=O)N2N=CCC2c2ccccc2)n1 (stereo unspecified)
 : 0.2 | 102
C=CCC(O)(CN)CC=C
 : 0.5 | 103
CCc1ccc(Cn2c(CNS(=O)(=O)c3ccc4c(c3)CCCC4)nc3cccnc32)cc1
 : 0.1 | 108
CCOc1ccccc1N(C)C(=O)Cn1cnc2onc(-c3ccc(F)cc3)c2c1=O
 : 0.5 | 110
O=C(/C=C/c1ccc(OC(F)F)cc1)OC1CCCC1=O (stereo unspecified)
 : 0.1 | 100
COc1ccc(/C=c2\s/c(=C\C#N)n(C)c2=O)cc1
 : 1.6 | 113
Cc1ccc(C)c(CN2C(=O)c3ccccc3S(=O)(=O)c3ccc(C(=O)N4CCN(c5ccccn5)CC4)cc32)c1
 : 0.5 | 107
COc1cccc(-c2nnn(-c3nc(CN4CCCCC4)nc4sc5c(c34)CCCC5)n2)c1
 : 0.4 | 106
Cc1ccc(-n2c(SCc3nc(N)nc(N)n3)nnc2-c2ccccc2)cc1C
 : 1 | 111
Cc1cc(-c2ccc(S(=O)(=O)Nc3cc(Cl)ccc3C)s2)on1
 : -1.4 | 100
O=C1OC(Nc2ccccn2)c2ccccc21 (stereo unspecified)
 : 0.5 | 104
COc1ccc(CCC(=O)NCCc2csc(-c3ccc(C(F)(F)F)cc3)n2)cc1
 : 1.1 | 112
CN(c1ccccc1)S(=O)(=O)c1ccc2[nH]c(=O)oc2c1
 : -0.2 | 102
CCOC(=O)c1[nH]c(COC(C)=O)cc1C
 : 0.4 | 106
Cc1cc(=O)n2nc(N3CCCC3C(=O)Nc3cccc(F)c3)sc2n1 (stereo unspecified)
 : 0.1 | 102
O=C1c2ccccc2C(O)N1c1cccnc1 (stereo unspecified)
 : -1.3 | 99
CCc1ccc(Cn2c(CNS(=O)(=O)c3ccc([N+](=O)[O-])cc3)nc3cccnc32)cc1
 : 2.5 | 118
CCNc1nc(NCC)n2c(SC(C)C(=O)c3ccc(C)cc3)nnc2n1 (stereo unspecified)
 : 0.7 | 105
COc1ccc(/C=C/C(=O)O)cc1S(=O)(=O)N1CCCC1
 : 0 | 102
Cc1cc(C)c2[nH]c(=O)c(CN(CC3CCCO3)C(=O)NC3CCCCC3)cc2c1 (stereo unspecified)
 : -0.1 | 102
COC(=O)CCC(=O)Nc1ccc(S(=O)(=O)Nc2cc(C)cc(C)c2)cc1
 : 0.4 | 108
Cc1ccc(NC(=O)CSc2nc3c([nH]c4ccccc43)c(=O)n2-c2ccccc2)cc1Cl
 : -0.3 | 106
CCN1C(=O)C(O)(c2c[nH]c3ccccc23)c2ccccc21 (stereo unspecified)
 : -0.1 | 100
CCC(=O)N1CCc2cc(S(=O)(=O)NC(C(=O)NCCc3ccc(C)cc3)C(C)C)ccc21 (stereo unspecified)
 : -0.2 | 102
Cc1cccc(NC(=O)CSc2ccc3ccccc3c2)n1
 : 0.8 | 103
COc1cccc(OC)c1C(=O)Nc1ccccc1NC(=O)c1c(OC)cccc1OC
 : 0.1 | 104
Cc1noc(C)c1C(=O)NCCC12CC3CC(CC(C3)C1)C2
 : -0.3 | 99
CC(=O)N(CCc1ccccc1)C1CC(=O)N(c2ccccc2)C1=O (stereo unspecified)
 : 0.1 | 102
O=S(=O)(NC1CCCC1)c1cccc(S(=O)(=O)N2CCCCC2)c1
 : 0.8 | 104
Brc1ccc2ncnc(Nc3ccc(N4CCCC4)cc3)c2c1
 : 0.2 | 101
O=C(CC(SCc1ccc(Cl)cc1)C(=O)O)c1ccc(Cl)cc1 (stereo unspecified)
 : -0.7 | 96
CN(C)c1ccc2cc(C(=O)O)[nH]c2c1
 : -1.4 | 97
CCc1ccc(S(=O)(=O)NCCc2csc(C)n2)cc1
 : -0.1 | 100
CC1CCN(C(c2ccccc2)c2nnnn2Cc2ccc(F)cc2)CC1 (stereo unspecified)
 : -0.1 | 101
CCOc1ccc(-c2c(C)nn3c(C)c(C(=O)NC(C)c4ccccc4)cnc23)cc1OCC (stereo unspecified)
 : 0.5 | 111
C/C(=N\OCC(=O)N1CCN(c2ccccc2)CC1)c1ccccc1
 : -0.7 | 97
CCn1cc(C(=O)N(Cc2ccc(F)cc2)C2CCCCC2)c(=O)c2ccc(C)nc21
 : -0.2 | 100
Cc1ccc(Cn2c(CN3CC(C)OC(C)C3)nc3c2c(=O)[nH]c(=O)n3C)cc1 (stereo unspecified)
 : 0 | 101

The closing 7 entries of the part above open the next one.
Each structure is followed by: Polio RdRp inh FP z-score | Polio RdRp inh
CN(C)c1ccc2cc(C(=O)O)[nH]c2c1
 : -1.4 | 97
CCc1ccc(S(=O)(=O)NCCc2csc(C)n2)cc1
 : -0.1 | 100
CC1CCN(C(c2ccccc2)c2nnnn2Cc2ccc(F)cc2)CC1 (stereo unspecified)
 : -0.1 | 101
CCOc1ccc(-c2c(C)nn3c(C)c(C(=O)NC(C)c4ccccc4)cnc23)cc1OCC (stereo unspecified)
 : 0.5 | 111
C/C(=N\OCC(=O)N1CCN(c2ccccc2)CC1)c1ccccc1
 : -0.7 | 97
CCn1cc(C(=O)N(Cc2ccc(F)cc2)C2CCCCC2)c(=O)c2ccc(C)nc21
 : -0.2 | 100
Cc1ccc(Cn2c(CN3CC(C)OC(C)C3)nc3c2c(=O)[nH]c(=O)n3C)cc1 (stereo unspecified)
 : 0 | 101
Cc1cc2[nH]c(=O)c(=O)[nH]c2cc1S(=O)(=O)N1CCN(c2ccccc2)CC1
 : -0.1 | 106
Cc1ccc(C2NC(=O)c3c(sc4c3CCC(C(C)(C)C)C4)N2)o1 (stereo unspecified)
 : 0.4 | 101
Nc1nc(Cl)cc(N2CCCCC2)n1
 : 0.2 | 102
COc1cc(C(=O)NC2(C(F)(F)F)C(=O)NC(C)=C2C#N)cc(OC)c1OC (stereo unspecified)
 : -1 | 99
CSc1ccccc1C(=O)NC(C)C
 : 0.2 | 102
O=C(OCc1nc2sc3c(c2c(=O)[nH]1)CCCC3)c1cc2c(s1)CCC2
 : 0.3 | 105
CN(C)CC/C=C1/c2ccccc2COc2ccccc21
 : -0.5 | 98
COC(=O)C1=CN(CCCN2CCCC2=O)C=C(C(=O)OC)C1c1cccs1
 : 0.1 | 101
c1ccc2c(c1)C(=NCC1CCCO1)NC2=NCC1CCCO1 (stereo unspecified)
 : 0.7 | 108
O=C(Nc1nccs1)c1ccccc1C(F)(F)F
 : 2.7 | 107
CCOC(=O)c1ccc(NC(=O)CN2c3ccccc3S(=O)(=O)c3ccccc32)cc1
 : 1.1 | 110
CCc1ccc(-n2nc3ccc(NC(=O)c4ccc(C#N)cc4F)cc3n2)cc1
 : 0.7 | 107
O=C(Cn1ncc2c([nH]c3ccccc32)c1=O)NCc1cccc(Cl)c1
 : -1.1 | 101
Oc1ccc(Cl)cc1Sc1cc(Cl)ccc1O
 : 0.5 | 107
CCOC(=O)Nc1ccc2c(COC(=O)c3oc4ccc(Br)cc4c3C)cc(=O)oc2c1
 : 0.8 | 109
Cc1cccn2c(=O)c(C=NCc3ccco3)c(Nc3ccc(Cl)cc3)nc12
 : 0.4 | 105
O=C(Cc1ccc(Cl)cc1Cl)NC1CC1
 : -0.3 | 100
CCCCOc1ccc(C(=O)Nc2cc(-c3cn4cccnc4n3)ccc2OC)cc1
 : 0.8 | 110
N#CC1=C(N)N2C(=C(C#N)C13CCCC3)Nc1ccccc12
 : 1 | 104
COC(=O)c1cc(NC(=S)NN(C)C)ccc1Cl
 : 0.7 | 110
